PTHR1 agonist – activates the human parathyroid hormone receptor PTHR1. Potency, µM (doses to about 115 µM), for inactives: top-dose activation, most hits filed as activators. 0.075% of 410,000 active. HEK293 GP2 PTHR1 cells, GloSensor cAMP luminescence, 1 h. AID 743266. Q03431; also: potency is read from the fitted curve at half-maximal effect; nearly all actives have a fitted effect of over 55% in size; some results filed as inactive show a strong effect at the top dose; inactives centre near -15; many of its hits are not listed in these tables
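HEK-293-derived GP2 cells expressing PTHR1 and a GloSensor cAMP reporter, 3,000/well, plated overnight, given luciferin plus IBMX (each 0.5 mM as added) for 1 h at 37 °C, then compound for 1 h at 37 °C. Luminescence was read after 15 min at room temperature.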
DRD3 antagonist – D3 dopamine receptor (human) antagonism; 2.5% of 360,000 active; P35462; max response, negative = inhibition, %; D3R cells, DiscoveRx beta-arrestin luminescence, antagonist mode; hits give low values; in the data active = max response below about -50%; inconclusive = no clear call, values can overlap the other calls; also: % is scaled to controls: 0 for no effect and ±100 for the full control effect; mostly tested at two doses, the higher about 12 µM
Target sequence (P35462 whole entry, looked up): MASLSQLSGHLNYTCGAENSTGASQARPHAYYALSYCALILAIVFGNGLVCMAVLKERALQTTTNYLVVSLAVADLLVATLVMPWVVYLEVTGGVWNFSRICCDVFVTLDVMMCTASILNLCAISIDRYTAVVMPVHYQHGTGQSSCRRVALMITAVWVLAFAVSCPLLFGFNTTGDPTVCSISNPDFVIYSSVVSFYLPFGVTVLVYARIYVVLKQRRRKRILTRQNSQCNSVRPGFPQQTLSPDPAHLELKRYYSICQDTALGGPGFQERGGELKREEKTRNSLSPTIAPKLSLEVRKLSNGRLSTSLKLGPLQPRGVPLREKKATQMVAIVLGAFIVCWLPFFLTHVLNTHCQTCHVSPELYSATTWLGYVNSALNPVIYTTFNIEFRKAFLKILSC
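Cells plated overnight at 1500 cells/well, then exposed to library compounds with dopamine controls for 90 minutes at 37 degrees C. DiscoveRx reagent added for 30–60 minutes at room temperature; luminescence read, quantitative HTS format.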
GLP1R inv ag – acts as inverse agonist at human GLP-1 receptor; HEK293 GLP-1R CRE-luciferase, luminescence, 24 h; GLP-1R form is constitutively active; Potency, µM (top dose mostly 38.3 µM), for the others: at the top dose activity change, negative = inhibition, hits mostly inhibitors; 1.6% of 410,000 active; AID 624417; also: potency is read from the fitted curve at half-maximal effect; % is scaled to controls: 0 for no effect and ±100 for the full control effect; nearly all actives have a fitted effect of over 55% in size
Target sequence (P43220 whole entry, looked up): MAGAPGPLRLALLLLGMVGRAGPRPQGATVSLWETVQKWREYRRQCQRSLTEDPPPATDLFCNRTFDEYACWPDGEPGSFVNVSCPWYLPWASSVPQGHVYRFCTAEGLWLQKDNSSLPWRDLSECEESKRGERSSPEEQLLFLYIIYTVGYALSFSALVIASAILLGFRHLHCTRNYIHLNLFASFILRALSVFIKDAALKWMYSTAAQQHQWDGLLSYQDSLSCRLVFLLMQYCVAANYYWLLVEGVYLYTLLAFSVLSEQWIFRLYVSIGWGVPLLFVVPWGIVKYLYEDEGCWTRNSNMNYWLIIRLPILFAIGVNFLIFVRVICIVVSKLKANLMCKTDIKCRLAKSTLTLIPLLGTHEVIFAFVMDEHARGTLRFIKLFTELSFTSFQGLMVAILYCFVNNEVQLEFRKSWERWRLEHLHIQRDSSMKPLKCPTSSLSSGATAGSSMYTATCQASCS
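Inverse agonists were sought by their lowering of basal cAMP reporter luciferase output in HEK293 cells stably carrying constitutively active human GLP-1R, after 24 h compound treatment.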
TDP43 rescue – TDP-43 toxicity inhibition in yeast; TDP-43 expressing yeast growth rescue, BacTiter-Glo, 24 h; Potency, µM (titrated, usually from 46.1 µM), for the others: at the highest dose growth rescue (activation), hits mostly activators; 1.8% of 410,000 active; AID 652104; also: potency is read from the fitted curve at half-maximal effect; % of control where 0% means no effect; nearly all actives have a fitted effect of over 50% in size
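Yeast cells expressing TDP-43 under galactose induction are exposed to compounds for 24 hr at 30 deg C. BacTiter-Glo luminescence measures growth, so protective compounds score as activators.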
GLP1R cytotox – cytotoxicity in counter-screen for GLP-1R inverse agonists; HEK293 cAMP-luciferase reporter cells, luminescence, 24 h; Potency, µM (doses to about 38.3 µM), without a hit: at the highest dose activity change, negative = inhibition, actives largely listed as inhibitors; 0.13% of 410,000 active;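 also: loss of luciferase light is scored as toxicity; potency is read from the fitted curve at half-maximal effect; % is scaled to controls: 0 for no effect and ±100 for the full control effect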
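1536-well qHTS counterscreen of the MLSMR; 200 cells/uL, 12 h pre-incubation, 23 nL cpd, 24 h at 37 deg C 5% CO2, luciferase detection reagent, 12 min RT, luminescence. Inhibition = undesired.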
GLP1R ag – agonists of human GLP-1 receptor; P43220; HEK293 GLP-1R CRE-luciferase, luminescence, 4-6 h; cells express a hypersensitive GLP-1R form; Potency, µM (highest dose often 45.6 µM), for inactives: at the highest dose activation, usual class: activators; 0.007% of 380,000 active; also: potency is read from the fitted curve at half-maximal effect; % of control where 0% means no effect
KB-V1 MDR tox – kills drug-selected multidrug resistant KB-V1 cells | 3.4% of 400,000 active | AID 1347076 | Potency, µM (highest dose often 46.1 µM), for inactives: at the top dose activity change, negative = cytotoxicity, hits mostly cytotoxic | KB-V1 MDR cells viability, CellTiter-Glo, 72 h; also: potency is read from the fitted curve at half-maximal effect; % is scaled to controls: 0 for no effect and ±100 for the full control effect; nearly all actives have a fitted effect of over 60% in size
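Potencies derive from concentration-effect curves fitted to normalized luminescence (CellTiter-Glo) of KB-V1 cells treated for 72 h at 37 degrees C in phenol-red-free DMEM containing 10% FBS.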
aSyn rescue – rescues yeast growth from alpha-synuclein toxicity; 0.14% of 370,000 active; Potency, µM (series often up to 46.1 µM), without a hit: at the top dose growth rescue (activation), actives largely listed as activators; Yeast expressing alpha-synuclein, growth rescue, BacTiter-Glo, 24 h; AID 652106; also: potency is read from the fitted curve at half-maximal effect; % of control where 0% means no effect; nearly all actives have a fitted effect of over 65% in size
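Rescue of yeast growth: cells expressing toxic alpha-synuclein, induced in galactose at OD600 0.02, incubated with compound 24 h at 30 C. ATP luminescence quantified growth; inhibitors of toxicity appear as activators.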
DRD3 agonist – D3 dopamine receptor (human) agonism. P35462. D3R DiscoveRx beta-arrestin cells, luminescence, 90 min. max activation, %. 0.58% of 410,000 active; in the data active = max activation above about 30%; also: 0% is about no effect; mostly tested at two doses, the higher about 12 µM
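Agonist-mode cell screen: cells plated at 1500/well and incubated overnight at 37 °C, then exposed to library compounds for 90 min at 37 °C. Detection reagent was added for 30–60 min at room temperature, and luminescence was read.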
Numbers without * were called inactive; i = inactive; ? = inconclusive; . = not tested or not shown; [ ] = remark or other dose. Unless noted, calls follow the shape of the dose curve; as a rule, active = well fitted curve in the direction sought with a large enough effect; inconclusive = small, poorly fitted or top-dose-only effect, or another doubt; inactive = no such curve, though single readings can be large; an effect the other way counts as inactive or inconclusive. This is a subset, so the mix of outcomes need not match the whole.

Values run as follows: PTHR1 agonist | DRD3 antagonist | GLP1R inv ag | TDP43 rescue | GLP1R cytotox | GLP1R ag | KB-V1 MDR tox | aSyn rescue | DRD3 agonist
> COc1ccc(-c2csc(NC(=O)Cc3ccccc3F)n2)cc1OC
 : -36%[inhibitor] | 10 | ? | ? | 2% | 18% | ? | -36%[inhibitor] | 0
> CN1CCN(c2ccc(NC(=O)c3ccc(-c4ccc(Br)cc4)o3)cc2)CC1
 : i | 12 | ? | -9% | ? | 23% | ? | -5% | 1
> COc1ccc(-n2c(C)c(C)c3c(N)ncnc32)cc1
 : -6% | -29 | -5% | -16% | -7% | 10% | 1% | 2% | -4
> Cc1ccc(OCc2ccc(C(=O)Nc3ccc(C(N)=O)cc3)o2)c([N+](=O)[O-])c1
 : i | 4 | 8% | 8% | 3% | 8% | -26% | -5% | 2
> C=CCc1cccc(Cl)c1OCCON1C(=O)CCC1=O
 : -7%[57.5 µM] | 0 | 8% | 22% | -16% | -10% | 24% | 12% | -1
> COc1ccc(Br)cc1CNC(=O)c1cc(=O)[nH]c2ccc(S(=O)(=O)N3CCCC3)cc12
 : -8% | . | 11% | 19% | -16% | . | . | . | 8
> CCCCn1cnc2cc(NCc3cccc(OC)c3O)ccc21
 : i | ? | 2% | 9% | -14% | 10% | -6% | 0% | 1
> O=C(Nc1cccc2[nH]ncc12)c1ccc(F)cc1
 : i | 4 | 0% | 2% | -7% | -14% | -21% | -1% | -1
> CCC(C)Sc1cccc(-c2nc3ccccn3c2NCc2ccccc2)c1 (stereo unspecified)
 : -96%[inhibitor] | 97 | 15% | -90%[inhibitor] | 3% | -3% | ? | -39%[inhibitor] | 33*
> Cc1ccc(NS(=O)(=O)c2cc(C(=O)N(C)C3CCN(C)CC3)ccc2Cl)cc1Cl
 : i | -2 | ? | 3% | 0% | 0% | -16% | -3% | -1
> CCc1ccc(NS(=O)(=O)c2cccs2)cc1
 : 30%[57.5 µM] | 13 | 0% | 19% | 8% | 10% | -19% | -18% | -11
> C=CC(=O)N1C/C(=C/c2ccccc2)C(=O)/C(=C\c2ccccc2)C1
 : -47%[inhibitor] | -62* | 4.5µM* | -41%[inhibitor] | ? | -19% | ? | -48%[inhibitor] | -19
> CCCCN(C(=O)c1cc(Cl)nc2ccccc12)c1c(N)n(CCC)c(=O)[nH]c1=O
 : -9% | -2 | 0% | 11% | 4% | 1% | 23% | -1% | 5
> N#CC(CCc1ccccn1)c1ccccc1 (stereo unspecified)
 : -1% | 6 | 14% | 23% | 0% | -5% | -3% | -2% | -4
> Cc1ccc(CC(=O)NCCCc2ccccc2)cc1
 : i | 7 | -15% | 2% | 65%[activator] | 6% | 7% | -5% | -4
> Cc1ccc2cc(CN(Cc3ccco3)C(=O)c3ccccc3)c(=O)[nH]c2c1C
 : -10%[57.5 µM] | 33 | -2% | -14% | -2% | -1% | ? | -4% | 2
> COc1ccccc1/C=C\C=N\n1c(-c2ccc(Cl)cc2Cl)n[nH]c1=S
 : i | 19 | -1% | ? | -2% | -1% | -4% | 17% | -6
> O=C(Nc1ccccc1N1CCOCC1)c1cc(F)cc(F)c1
 : -5% | 11 | -6% | . | 6% | -3% | 1% | -35%[inhibitor] | 5
> COc1ccccc1NC(=O)Nc1nc(CC(=O)NC2CCCC2)cs1
 : -7% | 3 | -19% | 24% | -6% | -11% | -13% | -1% | -4
> NC(=O)c1cc(S(=O)(=O)NCCc2ccccc2)cs1
 : -19% | -13 | 3% | 16% | -8% | -3% | 5% | -6% | 0
> CCCNC(=O)COc1ncnc2sccc12
 : -4% | 5 | 12% | 18% | 4% | 6% | 5% | -6% | -1
> CCC1Oc2ccc(C)cc2N(CC(=O)N(Cc2ccc3c(c2)OCO3)CC2CCCO2)C1=O (stereo unspecified)
 : -8% | 49 | ? | 2% | -32% | 4% | 6.5µM* | 12% | -3
> C[C@@H](NC(=O)c1nc[nH]c1C(=O)NCCCCCNC(=O)OC(C)(C)C)c1ccccc1
 : -30%[inhibitor] | 17 | 20% | 18% | -5% | 11% | ? | -1% | 2
> Cc1cc(NC(=O)CCC(=O)N(Cc2cccnc2)C(C(=O)NC(C)(C)C)c2ccccc2Cl)no1 (stereo unspecified)
 : 4% | 11 | -1% | 7% | -7% | ? | -5% | 0% | 11
> Cn1c(C(=O)N2CCN(c3ccc(Cl)cc3)CC2)cc2c(=O)[nH]c3ccccc3c21
 : -16%[57.5 µM] | 41 | -16% | -16% | -20% | -9% | 0% | -9% | 1
> CCN(CC)CC(=O)N(CC(=O)Nc1c(C)cc(C)cc1C)C1CCCCC1
 : -5%[57.5 µM] | -10 | -10% | 16% | 2% | 3% | ? | 0% | -8
> CCN(CC)CCNC(=O)Cn1nc(Cc2ccncc2)c2ccccc2c1=O
 : i | 0 | -16% | -5% | 5% | 4% | ? | 4% | 4
> C[C@@H]1CC=C[C@H]2[C@H]1C(=O)N(Cc1ccccc1)[C@H]2c1ccc(Br)cc1F
 : -45%[inhibitor] | -15 | ? | 0% | 6% | 7% | -3% | -12% | -5
> O=C(Cn1nc(-c2ccccc2)ccc1=O)NCc1ccc2c(c1)OCO2
 : -20%[57.5 µM] | 6 | -8% | -3% | -4% | -2% | 4% | -3% | 7
> Cc1ccc(CN2CCN(Cc3cccc(OCCO)c3)CC2CCO)o1 (stereo unspecified)
 : i | ? | 2% | -15% | 3% | 10% | 0% | -4% | -23
> CCOC(=O)C1CCN(C(=O)C2CC(=O)N(c3ccc(C)cc3)C2)CC1 (stereo unspecified)
 : i | 6 | 5% | -12% | 3% | -5% | 3% | 4% | 0
> C=CCNC(=O)C1CC2Cn3c(nc4ccccc43)C2N1C (stereo unspecified)
 : 14% | 0 | 18% | -14% | 4% | -1% | 4% | 0% | -24
> CC(C)Oc1ccc(S(=O)(=O)N2CCCCC2)cc1NC(=O)CN1C(=O)NC(C)(c2ccccc2)C1=O (stereo unspecified)
 : -26% | -1 | -22% | 4% | -18% | 9% | 14% | 2% | 2
> CN1CCN(C(=O)c2ccc3nc(-c4ccccc4)c(-c4ccccc4)nc3c2)CC1
 : i | 7 | -29% | 7% | 3% | 7% | -21% | 1% | -2
> CCN1C(=O)C2C(C1=O)N1C(c3ccccc3)C3C(=O)N(CC)C(=O)C3N1C2c1ccccc1 (stereo unspecified)
 : -17% | 5 | 11% | -9% | 22% | 5% | 6% | 0% | 0
> CN(C)C(=S)Oc1ccccc1C1SCCS1
 : i | 1 | ? | 21% | 1% | -4% | -5% | 4% | -2
> Cc1ccc2nc(SCC(=O)Nc3cccc4ccccc34)nc(=O)n2c1
 : -4% | -10 | 8% | 3% | 3% | 7% | -7% | 6% | -9
> CCOc1ccc2nc(SC(C)C(N)=O)[nH]c2c1 (stereo unspecified)
 : -11%[57.5 µM] | -5 | 4% | 6% | -4% | -2% | 1% | -4% | 0
> C=CCn1c(=NC(=O)c2cccc(N3C(=O)CCC3=O)c2)sc2cccc(OC)c21
 : -21% | 27 | 46%[activator] | -13% | 6% | 22% | 2% | -7% | -4
> Cc1noc(C)c1C(=O)Nc1nc(-c2cc(F)ccc2F)cs1
 : -13% | -10 | 38%[activator] | -27% | 7% | 18% | 4% | 2% | 4
> Cc1nnc(SCC(=O)Nc2cc(-c3cc(C)c(C)cc3C)nn2-c2ccccc2)s1
 : i | 42 | ? | ? | -33% | 9% | ? | 1% | 3
> O=C(CCS(=O)(=O)c1ccccc1)N1CCN(c2ccccc2F)CC1
 : -23% | -2 | -27% | 5% | 13% | -9% | ? | 8% | -1
> CC(=O)N1N=C(c2cccc(O)c2)CC1c1cccs1 (stereo unspecified)
 : -45%[inhibitor] | 27 | 16% | 10% | -13% | 6% | -6% | 11% | 8
> OC(c1cc(F)cc(Cl)c1)c1ncc(-c2ccccc2Cl)[nH]1 (stereo unspecified)
 : i | 22 | ? | 0% | 4% | 8% | 3% | 11% | 7
> CCNC(=O)c1ccc(C23CC4CC(CC(C4)C2)C3)o1
 : -62%[inhibitor] | -4 | ? | . | -4% | -2% | -20% | -6% | -18
> Cc1ccc(S(=O)(=O)c2nc(S(C)(=O)=O)sc2N(C)C)cc1
 : i | -4 | 2% | -1% | -8% | -7% | -13% | -1% | -2
> CCCC(=O)n1nc(-c2ccco2)nc1SCc1ccccc1
 : 3% | -16 | -9% | ? | -17% | 1% | -1% | -9% | 0
> COc1ccc(CNC(=S)NC2CCCC2)cc1
 : i | -2 | ? | -6% | ? | 9% | ? | -10% | 4
> COc1cc(C=NNc2ccc(S(=O)(=O)Nc3ccccc3C(=O)O)cc2[N+](=O)[O-])ccc1O
 : -30% | -3 | 18% | 22% | 6% | 0% | -5% | -8% | 3
> OCc1nnn(-c2ccccc2)c1CO
 : i | 34 | 10% | 2% | -8% | 7% | 0% | -5% | -1
> C=CC[C@@H](Cc1ccc(F)cc1)C(=O)OC[C@H]1CCCN1C(=O)[C@@H](CC=C)CC(=O)N(CCO)Cc1ccccc1
 : -53%[inhibitor] | 16 | ? | -2% | -6% | -5% | 0% | 12% | 6
> CCOC(=O)Cn1nc(N2CCN(c3ccc(F)cc3)CC2)ccc1=O
 : -40%[inhibitor] | . | -6% | 25% | 3% | 0% | -15% | . | 8
> CC(C)(C)NC(=O)C(c1ccc(F)cc1)N(CC1CCCO1)C(=O)c1csnn1 (stereo unspecified)
 : i | 2 | 13% | -14% | 3% | -2% | -2% | 19% | 3
> CCCCn1c(N)c(N(CC)C(=O)C2=COCCO2)c(=O)[nH]c1=O
 : i | -20 | 4% | 10% | -5% | -17% | 7% | -1% | 0
> O=C(NCC(c1ccco1)N1CCc2ccccc2C1)c1ccccc1Cl (stereo unspecified)
 : i | -5 | ? | 20% | 4% | -8% | -7% | 2% | -8
> Cn1cc(C(=O)NCc2ccccc2Cl)c(=O)c2cc(S(=O)(=O)N3CCCCCC3)ccc21
 : i | . | 4% | 0% | -7% | . | -4% | . | 6

Compound activity: PubChem, National Center for Advancing Translational Sciences (NCATS)
